From PubChem
GDH-TPI counter – GDH-TPI coupling enzyme inhibitors, primary screen, artefact control for M. tuberculosis FBA inhibitor project, biochemical, absorbance, full deck. GDH-TPI coupled enzyme counterscreen, NADH absorbance. inhibition, % at 4.8 µM. actives 1.2% (n = 360,000). AID 588335, 2011; in the data active = inhibition above about 30%;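 note: 0% = DMSO wells and 100% = wells lacking the enzyme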
PrPC surface inh – inhibitors of human cell surface prion protein PrPC, primary screen, cell-based, TR-FRET; TR-FRET read-out; Major prion protein (Homo sapiens), P04156; actives 0.43% (n = 370,000); inhibition, % at 13.8 µM; AID 720596, 2013; in the data active = inhibition above about 24%; note: 0% = median of the test wells and 100% = reference compound wells
Mtb FBA inh – Mtb FBA enzyme inhibitors, primary screen, biochemical, fluorescence, strain H37Rv; Fructose-bisphosphate aldolase (Mycobacterium tuberculosis (strain ATCC 25618 / H37Rv)), …; purified M. tuberculosis FBA, fluorescence read-out; inhibition, % at 1 µM; actives 2.3% (n = 360,000); in the data active = inhibition above about 27%;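 note: 0% = vehicle and 100% = reference inhibitor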
UGM FP inh – M. tuberculosis UGM enzyme inhibitors, primary screen, biochemical, fluorescence polarization, single point; UDP-galactopyranose mutase (Mycobacterium tuberculosis (strain ATCC 25618 / H37Rv)), …; purified UGM, fluorescence polarization probe displacement; inhibition, % at 10 µM; actives 0.06% (n = 320,000); AID 504406, 2011; in the data active = inhibition above about 10%, passing the limit was not always enough; inconclusive = no clear call, values can overlap the other calls
Target sequence (P9WIQ1 whole entry, looked up): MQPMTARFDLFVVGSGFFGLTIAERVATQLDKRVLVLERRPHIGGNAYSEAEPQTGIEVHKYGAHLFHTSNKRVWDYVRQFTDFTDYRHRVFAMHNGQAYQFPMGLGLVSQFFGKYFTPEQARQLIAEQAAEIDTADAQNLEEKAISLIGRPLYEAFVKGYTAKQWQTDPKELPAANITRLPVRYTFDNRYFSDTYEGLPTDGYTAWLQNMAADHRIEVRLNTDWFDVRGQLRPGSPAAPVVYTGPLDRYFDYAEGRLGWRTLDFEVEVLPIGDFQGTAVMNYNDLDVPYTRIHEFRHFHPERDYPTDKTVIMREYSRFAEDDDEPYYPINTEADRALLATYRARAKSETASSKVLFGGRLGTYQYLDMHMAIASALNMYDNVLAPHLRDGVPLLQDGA
MazF activator – activators of E. coli MazEF toxin-antitoxin RNase, primary screen, biochemical, fluorescence, uHTS. Endoribonuclease toxin MazF (Escherichia coli (strain K12)), P0AE70. FAM/BHQ RNA-DNA oligo cleavage fluorescence, 5 h. activation, % at 20 µM. actives 0.32% (n = 350,000); in the data active = activation above about 50%
Target sequence (P0AE70 whole entry, looked up): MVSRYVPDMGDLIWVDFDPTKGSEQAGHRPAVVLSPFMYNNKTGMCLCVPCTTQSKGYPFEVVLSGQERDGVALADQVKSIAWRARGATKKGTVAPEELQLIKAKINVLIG
FadD28 binding – inhibitors of FadD28 bisubstrate probe binding, primary screen, biochemical, fluorescence polarization, single point; Mycobacterium tuberculosis FadD28 fatty-acid-AMP ligase; inhibition, % at 12.5 µM; actives 0.22% (n = 360,000); in the data active = inhibition above about 8.5%, passing the limit was not always enough; inconclusive = no clear call, values can overlap the other calls
Mtb BioA inh – M. tuberculosis BioA enzyme inhibitors, primary screen, biochemical, plate reader, single point, HTS. actives 0.096% (n = 360,000). inhibition, % at 9.99 µM. AID 602481, 2012. purified M. tuberculosis BioA enzyme; in the data active = inhibition above about 40%; inconclusive = no clear call, values can overlap the other calls
Rv3671c protease – Rv3671c serine protease inhibitors, primary screen, biochemical, fluorescence polarization, M. tuberculosis H37Rv. P9WHR9. inhibition, % at 5.96 µM. actives 0.048% (n = 320,000); in the data active = inhibition above about 38%;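 note: extracellular domain of Rv3671c used as enzyme; 0% = enzyme with DMSO and 100% = no enzyme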
Target sequence (P9WHR9 whole entry, looked up, the tested form may be a part): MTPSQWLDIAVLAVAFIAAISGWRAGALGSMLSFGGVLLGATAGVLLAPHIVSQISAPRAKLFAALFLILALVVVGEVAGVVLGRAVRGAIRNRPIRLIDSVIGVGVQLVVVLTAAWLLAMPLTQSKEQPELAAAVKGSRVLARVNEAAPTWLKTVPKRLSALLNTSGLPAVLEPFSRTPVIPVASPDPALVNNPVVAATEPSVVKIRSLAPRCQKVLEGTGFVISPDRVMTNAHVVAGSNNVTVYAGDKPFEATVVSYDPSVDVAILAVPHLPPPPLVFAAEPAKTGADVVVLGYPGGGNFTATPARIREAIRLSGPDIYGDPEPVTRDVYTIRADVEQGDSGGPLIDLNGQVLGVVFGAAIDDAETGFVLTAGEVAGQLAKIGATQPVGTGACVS
BoNT-F LC inh – BoNT/F light chain protease inhibitors, primary screen, biochemical, flow cytometry, MLPCN library; Multiplex microsphere protease cleavage assay; inhibition, % at 10 µM; actives 0.22% (n = 360,000); in the data active = inhibition above about 35%, passing the limit was not always enough; inconclusive = no clear call, values can overlap the other calls; note: plate controls were buffer without enzyme for full effect and enzyme alone for no effect
Numbers without * were called inactive; ? = inconclusive; nt = not tested or not shown.

The first two entries as a preview:
Each structure is followed by: FadD28 binding	BoNT-F LC inh	Mtb BioA inh	Rv3671c protease	MazF activator	PrPC surface inh	Mtb FBA inh	GDH-TPI counter	UGM FP inh
O=[N+]([O-])c1ccccc1S(=O)(=O)Nc1cccc(S(=O)(=O)N2CCCC2)c1
→ 1.1	-2	-5.6	3	2	-4	1	19	0.5
O=C(c1cc(C(=O)N2CCCC2)cc([N+](=O)[O-])c1)N1CCCC1
→ 1.9	-10	-0.1	-10	-6	-20	-2	8	1.8

The list itself, previewed entries included:
Each structure is followed by: FadD28 binding	BoNT-F LC inh	Mtb BioA inh	Rv3671c protease	MazF activator	PrPC surface inh	Mtb FBA inh	GDH-TPI counter	UGM FP inh
O=[N+]([O-])c1ccccc1S(=O)(=O)Nc1cccc(S(=O)(=O)N2CCCC2)c1
→ 1.1	-2	-5.6	3	2	-4	1	19	0.5
O=C(c1cc(C(=O)N2CCCC2)cc([N+](=O)[O-])c1)N1CCCC1
→ 1.9	-10	-0.1	-10	-6	-20	-2	8	1.8
Nn1c(Cc2cccc3ccccc23)nnc1SCc1ccc(Cl)c(Cl)c1
→ -2.5	2	-0.5	-28	-3	4	4	7	0.5
Cc1ccc(Cl)cc1N(CC(=O)Nc1cccc(N(C)S(C)(=O)=O)c1)S(C)(=O)=O
→ -1.4	-2	nt	0	4	-2	14	-4	-0.4
Cc1cc(NC(=O)c2ccc3c(c2)OCCO3)ccc1NC(=O)c1cc2ccccc2o1
→ -2.1	1	-0.8	4	3	-8	-2	14	-0.8
CC(C)CC(=O)NCCCCc1ccccc1
→ 1.3	-6	nt	8	2	4	0	9	0.1
Cc1cccc(CCNC(=O)CCc2c(C)nc3ncnn3c2C)c1
→ -0.9	10	3.1	-3	3	-2	3	1	2.8
Cc1ccc(C)c(CS(=O)(=O)c2cn(CC(=O)N3CCC(C)CC3)c3ccccc23)c1
→ -4.7	-8	0.3	-7	6	4	-1	-12	0.7
O=C(CN1C(=O)NC2(CCCc3ccccc32)C1=O)N1CCN(c2cccc(C(F)(F)F)c2)CC1 (stereo not given)
→ -3.6	4	-1.2	5	6	2	0	-8	-1.8
COc1ccc(S(=O)(=O)N2CCCC(C(=O)NCCC(C)C)C2)cc1 (stereo not given)
→ 0.8	-8	-4.2	-5	1	15	2	3	1.9
O=C(CS(=O)(=O)c1ccccc1)Nc1ccccc1Br
→ -1.9	6	-0.7	nt	10	3	1	4	nt
O=C(Nc1nc(-c2cc3ccccc3o2)cs1)c1ccc(S(=O)(=O)N2CCCC2)cc1
→ 0.5	-3	-0.4	-17	-3	6	4	17	1.8
Cn1cc(CNC(=O)C2c3ccccc3Oc3ccccc32)cn1
→ -5.7	5	nt	3	2	-1	2	-6	1.3
Cc1ccc(C(=O)c2ccccc2C(=O)Nc2ccccc2)cc1
→ -2.9	-8	0.0	-3	5	-4	-1	3	-0.5
COc1ccccc1CNc1nc(NCCNC(C)=O)c2sccc2n1
→ -2.2	1	1.3	nt	nt	0	3	6	nt
Cc1cccc(NS(=O)(=O)c2ccc(C(=O)N3CC(C)OC(C)C3)cc2)c1C (stereo not given)
→ -2.0	0	0.0	4	8	-1	-1	-1	0.0
COc1ccc(/C=C2\CCc3c2nc2ccccc2c3C(=O)O)cc1OC
→ 2.4	0	nt	-4	-3	-15	-4	17	3.0
C/C(=N\NS(=O)(=O)c1ccc(C)cc1)c1ccc(C)o1
→ 0.2	-5	-1.6	-3	4	4	1	3	-0.4
CN1CCN(S(=O)(=O)c2ccc(NC(=O)c3cccs3)cc2)CC1
→ -3.7	6	-1.6	-5	7	-1	-5	4	0.1
c1cc(-c2cccs2)nc(-c2cccs2)c1
→ -3.1	-1	nt	0	-2	3	1	5	-1.9
Cc1cccc(-n2c(C)cc(/C=N/O)c2C)c1
→ -1.0	11	-1.1	-6	5	-5	1	2	-0.1
CC(NC(=O)C1CCC(CNc2c(N3CCOCC3)c(=O)c2=O)CC1)c1ccccc1 (stereo not given)
→ -0.5	5	-0.3	2	5	11	2	-8	1.6
Cn1c(=O)c2c(nc(NCC3CCCO3)n2C)n(C)c1=O (stereo not given)
→ -4.0	-7	-0.6	-9	6	-8	0	6	0.9
CC(=O)Nc1ccc(S(=O)(=O)N(Cc2ccco2)Cc2cc3ccccc3[nH]c2=O)cc1
→ -1.1	-6	0.5	-11	-4	0	2	-4	2.5
Nc1nonc1C(=O)NCCNS(=O)(=O)c1ccc(Br)cc1
→ -1.6	-9	nt	-11	-2	12	0	4	5.5
CN(C)c1ccc(S(=O)(=O)N2CCC(Cc3ccccc3)CC2)cn1
→ -1.7	3	-0.8	-6	8	2	1	-7	1.3
CCOC(=O)C1(C)/C(=N/Nc2ccccc2Cl)C(=O)C(=O)N1c1ccccc1 (stereo not given)
→ 0.1	4	nt	4	-7	0	0	4	-0.1
O=C(Nc1ccc(Cl)cc1)C1CC(=O)n2c(nc3ccccc32)N1 (stereo not given)
→ -0.9	-1	nt	-3	3	nt	1	-2	-1.4
COc1ccc(OC)c(-n2nnnc2SCC(=O)Nc2ccccc2OC)c1
→ 2.8	?	6.8	-9	7	12	2	1	-1.3
O=C(NC1CCCC1)c1cccc2c1C(=O)c1ccc(Cl)cc1S2(=O)=O
→ -0.5	-3	-1.8	2	3	-11	0	0	-2.0

An excerpt from above with just Rv3671c protease and BoNT-F LC inh:
molecule | Rv3671c protease | BoNT-F LC inh
CC(NC(=O)C1CCC(CNc2c(N3CCOCC3)c(=O)c2=O)CC1)c1ccccc1 (stereo not given) | 2 | 5
Cn1c(=O)c2c(nc(NCC3CCCO3)n2C)n(C)c1=O (stereo not given) | -9 | -7
CC(=O)Nc1ccc(S(=O)(=O)N(Cc2ccco2)Cc2cc3ccccc3[nH]c2=O)cc1 | -11 | -6
Nc1nonc1C(=O)NCCNS(=O)(=O)c1ccc(Br)cc1 | -11 | -9
CN(C)c1ccc(S(=O)(=O)N2CCC(Cc3ccccc3)CC2)cn1 | -6 | 3
CCOC(=O)C1(C)/C(=N/Nc2ccccc2Cl)C(=O)C(=O)N1c1ccccc1 (stereo not given) | 4 | 4

Next records follow:
Each structure is followed by: FadD28 binding	BoNT-F LC inh	Mtb BioA inh	Rv3671c protease	MazF activator	PrPC surface inh	Mtb FBA inh	GDH-TPI counter	UGM FP inh
CCOC(=O)N/N=C\C=C\c1ccc2c(c1)OCO2
→ -0.5	-6	-1.1	-5	-2	-7	3	37*	0.6
CN(Cc1cc(Cl)cc(Cl)c1)[C@H]1C[C@H]2c3[nH]c4ccccc4c3CCN2C(=O)[C@H]1CO
→ -3.4	-8	1.5	nt	2	-4	0	-13	nt
c1ccc(Cn2nnnc2C(c2cccs2)N2CCOCC2)cc1 (stereo not given)
→ -3.1	0	0.7	-10	3	3	0	-1	-1.1
CCCCN(C(=S)SC)C1CCS(=O)(=O)C1 (stereo not given)
→ -0.9	nt	0.2	-6	4	-1	0	0	-0.8
O=C(CCNS(=O)(=O)c1ccc(Br)cc1)NCCc1ccc(Cl)cc1
→ -10	-4	0.7	-2	-5	3	-1	3	2.8
COc1ccc(-c2cc(C(=O)N3CCN(Cc4ccccc4)CC3)no2)cc1OC
→ -0.8	6	1.7	-1	3	1	1	11	0.5
CC1(C)C2CCC1(C(=O)O)c1nc3ccccc3nc12 (stereo not given)
→ -1.7	-7	-1.0	-6	6	8	0	-2	-1.7
Cn1nc(C(C)(C)C)cc1C(=O)NNC(=O)c1ccccc1Cl
→ 2.0	?	nt	5	1	-2	2	-2	-0.5
COc1ccc(OC)c(N(C(=O)c2ccco2)C(C(=O)NC2CCCC2)c2ccc(N3CCOCC3)cc2)c1 (stereo not given)
→ -1.9	-12	1.6	-4	9	0	0	-8	-1.1
CC1COC(=O)C(NNc2ccc(Cl)c(Cl)c2)=N1 (stereo not given)
→ -2.2	-7	nt	-5	-14	8	5	7	1.1
COc1cccc(-c2cnc(C(O)c3ccccc3OC)[nH]2)c1 (stereo not given)
→ -2.9	-3	3.4	nt	nt	-7	-2	2	nt
Cc1cccc(NC(=O)c2ccc3c(Cl)c4c(nc3c2)CCCC4)n1
→ -0.9	-6	nt	-17	8	-2	3	8	1.6
O=C(O)C1CC=C(Cl)CC1C(=O)NC1CCCCC1 (stereo not given)
→ 0.9	2	-0.3	-3	-5	nt	28*	4	0.0
O=C(CNC(=O)c1ccc(Cl)cc1Cl)NCc1ccccn1
→ 0.2	-1	0.7	5	3	-4	5	1	1.1
CCOc1ccc(C(=O)NC2CCN(C(=O)Nc3ccc(F)cc3)CC2)cc1
→ -4.7	14	-1.3	-6	7	4	-5	-12	-1.3
COc1ccc(CCC(C)N2CCc3ccccc3C2)cc1 (stereo not given)
→ -4.5	?	0.6	4	-1	-7	1	-1	-0.4
CN(CC(O)Cn1c2ccccc2c2ccccc21)S(C)(=O)=O (stereo not given)
→ -2.1	-2	nt	-6	-3	1	1	14	0.2
COc1ccc(-c2cc(C(=O)Nc3cccc(Cl)c3)no2)cc1
→ -0.1	2	0.1	-10	-16	19	-2	-5	-2.9
O=[N+]([O-])c1ccc(Cl)cc1Sc1cccc2cccnc12
→ 0.0	-5	0.3	-5	7	2	1	10	-2.7
CCOc1ccc(C2/C(=C(\O)c3cccc(OC)c3)C(=O)C(=O)N2c2ccccn2)cc1OC (stereo not given)
→ -3.0	?	0.6	2	2	-8	-2	10	-1.4
O=C(/C(C=Nc1ccc(Br)cc1)=C(/O)c1ccco1)C(F)(F)F
→ -2.0	1	-1.0	-3	-4	4	-2	15	-1.9
CCOc1ccccc1Nc1nnc(SCC(=O)Nc2cccc(S(=O)(=O)NC3=NCCCCC3)c2)s1
→ -1.1	-2	nt	-10	-2	-4	-1	16	1.8
CCOc1ccc(NC(=S)N(CCCN2CCCC2)Cc2cccn2Cc2ccc(Cl)cc2)cc1
→ -15	-2	-1.4	6	16	1	-3	6	-0.8
Cc1cc(NCCC(C)C)n2nc(C)c(-c3ccccc3)c2n1
→ 2.6	-6	-3.9	5	-1	8	8	18	3.4
CC1(c2ccccc2)NCCN2C(=O)CSC21 (stereo not given)
→ -2.3	-18	-1.4	-1	-1	0	-3	-2	-1.1
